# From PubChem
# NadD inh = NadD (S. aureus) enzyme inhibition. purified NadD enzyme, colorimetric absorbance read-out. inhibition, % at 20 µM. 360,000 compounds, 0.78% hits; in the data active = inhibition above about 26%; also: some compounds past the cut are filed as inactive
# CSN deneddyl inh = CSN deneddylation inhibition; Q92905; Purified CSN, SCF-Nedd8-OG deneddylation, fluorescence polarization; inhibition, % at 12.5 µM; 360,000 compounds, 0.38% hits;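 active = pattern-corrected inhibition above about 35%, with an unprinted fluorescence ratio check between 0.5 and 1.5, limit read from the data, passing the limit was not always enough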;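 also: 0% = enzyme with substrate and 100% = substrate without enzyme; some results filed as inactive read as strong as hits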
#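 Test system: Human Csn5 produced in HEK293T cells | Compound: 12.5 µM single point | Times: 90 min, room temperature | Signal: Fluorescence polarization readout | Read-out basis: % inhibition of substrate cleavage by Csn5 | Controls: no-enzyme wells high, enzyme-with-substrate wells low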
# STEP block = inhibitors of human striatal-enriched phosphatase STEP; P54829; recombinant STEP, OMFP fluorogenic substrate, fluorescence; inhibition, % at 20 µM; 360,000 compounds, 0.25% hits;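 active = inhibition at 20 µM, scaled per plate between control wells, above about 37%, limit read from the data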;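 also: 0% = DMSO with enzyme and substrate and 100% = substrate only without enzyme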
# Target sequence (P54829 whole entry, looked up): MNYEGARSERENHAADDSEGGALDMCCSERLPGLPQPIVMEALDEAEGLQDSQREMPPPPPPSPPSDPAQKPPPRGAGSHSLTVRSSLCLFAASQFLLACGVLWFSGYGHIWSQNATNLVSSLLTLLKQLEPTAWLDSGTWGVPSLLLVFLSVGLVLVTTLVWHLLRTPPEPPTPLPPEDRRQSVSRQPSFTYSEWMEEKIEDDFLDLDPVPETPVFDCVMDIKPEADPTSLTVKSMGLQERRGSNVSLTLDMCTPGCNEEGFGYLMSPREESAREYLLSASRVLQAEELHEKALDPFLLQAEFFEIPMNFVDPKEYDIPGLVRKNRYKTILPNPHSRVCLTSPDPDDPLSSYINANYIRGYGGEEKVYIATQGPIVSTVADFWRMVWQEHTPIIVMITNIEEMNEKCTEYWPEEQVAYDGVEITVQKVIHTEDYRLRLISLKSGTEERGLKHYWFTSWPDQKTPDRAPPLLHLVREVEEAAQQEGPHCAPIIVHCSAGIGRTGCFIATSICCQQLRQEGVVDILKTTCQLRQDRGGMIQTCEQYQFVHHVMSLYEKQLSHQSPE
#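 material = STEP tyrosine phosphatase | reagent = fluorogenic phosphatase substrate OMFP at 25 µM final | doses = single compound dose of 20 µM, 1% DMSO final | schedule = 20 min reaction, room temperature, in the dark | measured by = fluorescence, 480/540 nm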
# MsrA inhibitor = inhibitors of bovine MsrA | purified bovine MsrA, absorbance read-out | inhibition, % at 15.5 µM | 360,000 compounds, 0.75% hits | AID 651718; in the data active = inhibition above about 4.5%;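 also: 0% = vehicle wells with enzyme and 100% = reference inhibitor wells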
# TbMetRS inhib = Trypanosoma brucei MetRS inhibition. 360,000 compounds, 0.4% hits. purified T. brucei MetRS, ATP depletion, Kinase-Glo luminescence. inhibition, % at 11.9 µM. AID 624268;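 active = inhibition above a per-plate cutoff of the control wells' mean inhibition plus 3 SD, cut at about 5.5% in these data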;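 also: 0% = DMSO wells median and 100% = median of wells with control inhibitor compound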
#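 Measured by: Kinase-Glo luciferase luminescence reporting remaining unconsumed ATP. Material: purified T. brucei MetRS enzyme. Doses: 11.9 µM compound single dose, 0.9% DMSO. Medium: HEPES buffer containing pyrophosphatase, BSA, spermine, DTT. Times: 15 min preincubation, 2 h reaction, all 25 °C. Reagent: methionine, ATP and bulk E. coli tRNA.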
# SUMO1 PPI mod = modulators of human SUMO1-mediated protein-protein interactions. P63165. SUMO1 binding to a labelled peptide, TR-FRET, 1 h. inhibition, % at 20 µM. 360,000 compounds, 0.33% hits. AID 602429; in the data active = inhibition above about 37%
# Target sequence (P63165 whole entry, looked up): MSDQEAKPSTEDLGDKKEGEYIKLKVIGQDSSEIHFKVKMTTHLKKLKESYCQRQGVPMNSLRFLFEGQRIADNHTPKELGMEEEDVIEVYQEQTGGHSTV
# Scp1 inh = inhibitors of human Scp-1 phosphatase; Q9GZU7; Recombinant Scp1, phosphopeptide, malachite green phosphate absorbance; inhibition, % at 20 µM; 340,000 compounds, 0.88% hits; AID 493091;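 active = inhibition above about 50% at 20 µM, limit read from the data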;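 also: plate controls were DMSO wells with enzyme for no effect and wells lacking enzyme for full effect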
# Target sequence (Q9GZU7 76-261 limits assumed): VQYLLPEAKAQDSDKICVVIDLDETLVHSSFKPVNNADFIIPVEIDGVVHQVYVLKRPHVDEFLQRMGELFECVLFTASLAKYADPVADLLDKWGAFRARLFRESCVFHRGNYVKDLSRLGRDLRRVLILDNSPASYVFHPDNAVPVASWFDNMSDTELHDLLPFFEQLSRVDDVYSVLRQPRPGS
#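 Material: truncated SCP-1 phosphatase (76-261aa) / Buffer or medium: 50 mM Tris acetate pH 5.5, 0.005% Tween-20, 10 mM MgCl2 / Compound dosing: one concentration, 20 µM, with 1.0% DMSO / Incubation: 45 min room-temperature reaction, 5 min colour, 30 min stabiliser / Detection: colorimetric free-phosphate detection, absorbance 630 nm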
# LMPTP block = blocks human LMPTP phosphatase. P24666. recombinant LMPTP-A, OMFP fluorogenic substrate, fluorescence intensity. inhibition, % at 20 µM. 360,000 compounds, 0.22% hits;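 active = compounds that cut the enzyme signal by at least half of the control window in the single-dose screen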;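 also: plate controls were DMSO wells with enzyme plus substrate for no effect and substrate without enzyme for full effect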
# Target sequence (P24666 whole entry, looked up): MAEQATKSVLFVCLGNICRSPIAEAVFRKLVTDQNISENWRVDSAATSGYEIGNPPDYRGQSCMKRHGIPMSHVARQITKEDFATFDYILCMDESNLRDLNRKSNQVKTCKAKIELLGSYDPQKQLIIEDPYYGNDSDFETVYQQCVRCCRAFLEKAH
#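 test system = LMPTP-A | amount = 0.625 nM LMPTP-A final | reagent = fluorogenic phosphatase substrate OMFP at 400 µM final | incubation = 50 min at room temperature | benchmarks = no-enzyme low control, uninhibited high control | medium = Bis-Tris pH 6.0, DTT, detergent | signal = fluorescence intensity of OMFP turnover product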
# DNMT1 inh = inhibitors of human DNMT1 | P26358 | DNMT1 molecular beacon, Hinp1I cleavage, fluorescence | inhibition (reported as % activation of signal), % at 10 µM | 360,000 compounds, 0.83% hits; in the data active = inhibition above about 50%
# Rpn11 inh = inhibitors of human proteasome Rpn11; human 26S proteasome, Ub4-pepOG fluorescence polarization; 20S core pre-blocked with epoxomicin; calls only at 20 µM; 360,000 compounds, 0.59% hits;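 active = inhibition at 20 µM, scaled to each plate's controls, above about 33%, limit read from the data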
# Starred values were filed as active, the others as inactive; i = inactive; . = no result given; & = joins results of further samples. Compounds as they come; 3.9% or so of the library scored in one or more.
SMILES,NadD inh,CSN deneddyl inh,STEP block,MsrA inhibitor,TbMetRS inhib,SUMO1 PPI mod,Scp1 inh,LMPTP block,DNMT1 inh,Rpn11 inh
Cc1noc(NS(=O)(=O)c2ccc(NC(=O)c3cc4ccccc4o3)cc2)c1C,-1.9,6.9,-3.6,1.1,0.1,6.3,-8.1,-1.5,7.5,i
O=C(NCCc1ccccc1)c1[nH]c(C(F)(F)F)nc1-c1ccccc1,2.5,-0.8,-1.7,-0.5,-0.5,5.0,.,-0.1,-4.6,i
Cc1ccc2c(c1)OC(=O)CC2c1ccccc1 (stereo not drawn),0.3,-1.0,3.7,0.8,-1.3,2.4,-17.1,-1.3,3.5,i
CC(C)(C)NC(=O)CSc1nnnn1C(C)(C)C,0.9,0.3,-2.2,-0.8,0.1,-0.7,-4.3,-0.6,0.6,i
COc1ccc(NC(=O)C2CCCN2S(=O)(=O)c2cccs2)c([N+](=O)[O-])c1 (stereo not drawn),-1.2,-4.7,-3.3,0.3,-0.1,-25.7,-6.9,0.8,0.2,i
Cc1ccc([C@H]2N[C@]3(CCCN(CC4CCCCC4)C3=O)[C@H]3C(=O)N(C)C(=O)[C@@H]23)cc1,6.7,1.3,-2.2,0.1,-1.1,2.6,.,-2.4,4.9,i
CCC(C)c1ccc(S(=O)(=O)N2CCN(CC(O)CN3CCOCC3)CC2)cc1 (stereo not drawn),-2.4,6.9,0.6,0.2,0.5,7.1,8.1,-2.4,4.9,i
Cc1cccc(NC(=O)NNC(=O)COc2ccc(Cl)cc2)c1,-0.1,4.5,4.5,-0.1,-0.1,4.2,-2.8,-1.3,12.6,i
COc1ccc(CNC(=O)CCSCc2cccc(Cl)c2)c(OC)c1,-6.6,-13.1,2.9,-1.1,-0.6,3.1,-4.6,-2.1,-3.9,i
O=C(/C=C/c1ccc([N+](=O)[O-])cc1)N1CCN(Cc2ccccc2)CC1,2.9,-4.3,1.1,0.1,-1.1,-30.8,-7.7,-0.4,2.2,i
COc1ccc(NC(=O)CC2CCCC2)cc1OC,-4.4,-6.5,2.2,-0.2,0.5,-4.9,-9.0,-0.7,2.5,i
O=C(Oc1ccc(-c2nnco2)cc1)N1CCOCC1,-3.2,-1.6,-1.1,-1.1,-0.2,0.4,-6.1,-1.1,3.7,i
Cc1cccc(C)c1OCC(=O)NNC(=O)Nc1ccc(Cl)cc1,-0.9,0.7,-2.6,-1.3,0.3,2.0,-2.7,-1.7,-0.4,i
CC(C)(CCc1ccccn1)C(=O)CCCc1ccccn1,0.2,0.9,1.2,-1.0,0.2,3.2,-15.2,1.0,6.7,i
COc1ccc(OCC(=O)Nc2cccc(C(=O)Nc3ccccc3C(=O)O)c2)cc1,0.8,-6.1,-0.8,0.9,0.3,25.3,-3.9,-0.3,-0.6,i
Cc1cccc(NC(=O)CSc2nc(COc3ccccc3)nc3ccccc23)c1C,13.9,-2.2,-2.8,-0.5,-1.2,-5.4,-2.0,0.2,48.0,i
O=C(CSc1nnc(SCc2cccc3ccccc23)s1)N/N=C/c1c[nH]c2ccccc12,21.4,-5.2,-2.5,1.4,-0.2,2.1,-5.2,3.8,-21.4,i
CCCCN(CCCNC(=O)C1CCCN(S(=O)(=O)CC)C1)Cc1ccccc1 (stereo not drawn),0.2,2.4,-1.9,1.2,0.1,0.2,2.6,-2.8,0.1,i
Cc1oc2ccc(O)c(CN(C)C)c2c1C(=O)c1ccccc1,-0.2,-10.2,-2.7,-0.2,-0.3,-2.5,-2.9,-0.2,-7.0,i
Cc1oc(-c2cccc(Cl)c2)nc1CN1CCC(C(=O)N2CCN(c3ccccn3)CC2)CC1,-2.0,-1.7,0.2,.,0.0,-6.4,-8.0,10.3,-2.6,i
CC(C)NC(=O)/C(C#N)=C/c1ccc(N(C)C)o1,4.0,127.6,2.4,-1.3,0.6,-46.3,0.3,12.0,8.4,.
CCCCCn1c(=O)c(C(=O)OCC)c(O)c2ccccc21,-3.8,-2.9,5.2,1.2,-0.3,-1.0,-9.5,1.1,-2.6,i
O=C(c1ccccc1)c1ccccc1C(=O)c1ccccc1,-9.8&3.1,-0.1&1.4,0.3&1.1,2.0&-1.1,-0.8&-0.2,6.8&2.8,-12.8&-17.7,-0.3&0.4,0.5&1.4,i
CC(C)Oc1ccc(N2CC(C(=O)OCC(=O)NCc3ccccc3)CC2=O)cc1 (stereo not drawn),2.5,3.4,-1.1,0.4,-0.8,-1.8,3.1,-2.2,4.8,i
CCOc1ccc(C2C(C(=O)OC)=CN(CCOC)C=C2C(=O)OC)cc1,3.8,3.0,1.4,1.5,-0.8,-10.2,-10.2,-0.4,2.3,i
# Later entries
SMILES,NadD inh,CSN deneddyl inh,STEP block,MsrA inhibitor,TbMetRS inhib,SUMO1 PPI mod,Scp1 inh,LMPTP block,DNMT1 inh,Rpn11 inh
COc1ccc(Cl)cc1N1CCN(CCNC(=O)Nc2ccccc2C)CC1,-6.6,3.7,0.9,-0.5,-1.2,-1.0,0.0,-0.6,2.4,i
O=C(CN(c1ccc([N+](=O)[O-])cc1)S(=O)(=O)c1ccccc1)N1CCCCC1,-7.0,4.1,-1.7,-0.8,-0.8,-21.0,-12.4,-0.9,-0.5,i
Cc1ccccc1C(=O)NCC(=O)NNC(=O)CCN1CCN(c2ccccc2)CC1,-3.9,-3.6,0.4,-0.7,-0.1,1.4,-4.8,-0.5,2.4,i
O=C1CC=Nc2ccc([N+](=O)[O-])cc21,-3.2,1.4,-3.1,1.0,-0.1,-18.9,.,0.7,3.4,i
COc1cc(/C=N/NC(=O)c2cccc3ccccc23)ccc1OCC(N)=O,-7.8,-2.9,0.1,0.7,0.0,-7.2,-6.2,-0.5,4.6,i
CC(C)[C@H](NC(=O)N1c2ccccc2NC(=O)[C@@H]1C(C)C)C(=O)N1CCC[C@H]1C(=O)O,-0.1,6.3,2.9,0.1,0.5,1.6,1.4,-1.9,-0.8,i
CCOC(=O)c1[nH]c(C)c(C(=O)Nc2ccc(C)c(C)c2)c1C,-4.9,-0.8,-0.3,-1.4,-0.3,5.4,-4.1,0.4,-2.2,i
Cc1cc(C)c2c(CC(=O)NCc3ccco3)coc2c1,-4.3,-1.0,0.5,-0.3,-0.7,-0.6,-8.0,0.0,-1.5,i
CCOC(=O)c1ccc(NC(=S)N2CCC(O)CC2)cc1,2.9,7.7,7.3,-0.6,-0.4,-3.3,-3.1,-1.0,1.4,i
COc1nc(N(C#N)CC(N)=O)nc(N2CCCC2)n1,-0.6,-0.3,0.3,0.3,-0.4,2.1,2.5,-0.9,0.3,i
OC(COc1ccccc1CNCc1cccnc1)CN1CCc2ccccc2C1 (stereo not drawn),-6.2,0.8,6.4,0.7,-0.4,-11.9,-5.6,8.9,-1.2,i
COc1ccc([C@]2(C(C)C)ON(c3ccccc3C(F)(F)F)C2=O)cc1,-12.9,-1.8,1.3,1.7,-0.5,-4.5,-2.3,2.3,11.8,i
O=C(C1=C(O)C(=O)N(CC2CCCO2)C1c1cccc(Cl)c1)c1ccco1 (stereo not drawn),6.3,6.4,1.6,0.4,-0.6,2.7,1.8,0.2,3.2,i
Cc1ccc(Nc2nc(C)cc(C)c2C(N)=O)cc1,-1.7,5.0,0.2,-1.2,0.0,-0.3,-3.1,-1.9,-0.2,i
CSCC[C@H](NS(=O)(=O)c1ccc(C)cc1)C(=O)N1CCC(C(=O)N[C@@H](Cc2ccc(O)cc2)C(=O)O)CC1,-3.9,2.3,-2.9,0.0,-0.1,5.1,17.6,-1.4,-1.8,i
COc1ccc(CNC(=O)c2cc3ccccc3o2)cc1OC,-0.2,3.5,-2.0,0.8,-0.4,-2.8,-5.0,0.0,-0.3,i
Cc1noc(C)c1C(=O)N1CCC1(C)C(=O)NS(=O)(=O)c1ccccc1C(F)(F)F (stereo not drawn),4.9,-2.2,2.4,-0.5,0.2,4.0,.,0.3,1.5,i
CCCCC(=O)Nc1nnc(SCC(=O)NCC2CCCO2)s1 (stereo not drawn),-1.3,0.7,-1.5,-0.6,-0.4,4.8,-3.8,-1.5,-0.4,i
Cc1oc2cc(O)cc(O)c2c(=O)c1-c1ccc2c(c1)OCCCO2,-2.6,1.7,4.2,0.9,-0.1,3.0,-14.9,0.9,-2.4,i
COC(=O)/C(=C/N(C)C)C(=O)N1CCN(c2ccc(Cl)c(Cl)c2)CC1,1.1,-4.6,0.9,0.8,-1.1,-2.2,-6.4,-0.7,-1.0,i
CCCCN(C)C(=O)Cc1c(OC)ccc2cc(Br)ccc12,2.6,-4.4,-1.5,-0.4,-0.5,-14.4,-9.7,1.0,-3.3,i
O=C1CCCCC1C(Nc1ccc(Cl)cc1)c1ccccc1 (stereo not drawn),-2.3,-4.0,3.6,0.0,-0.4,-1.0,-9.6,2.1,-1.0,i
FC(F)(F)c1ccc(C2[C@H]3CN(CC4CCCCC4)[C@H](c4ccccc4)C34CC2(c2cccnc2)C4)cc1 (stereo partly drawn),15.8,0.0,1.9,0.9,-0.3,-3.8,8.2,3.3,3.5,i
O=C(N/N=C/c1c(F)c(F)c(F)c(F)c1F)c1cc(-c2ccccc2)nc2ccccc12,13.6,0.0,-3.4,1.3,-0.9,-0.1,-7.0,-4.7,3.3,i
O=C(c1ccccc1)c1cncc(Br)c1,1.9,0.1,0.6,0.4,-1.0,-2.7,10.9,1.1,2.4,i
CC(=O)N(Nc1ccccc1)c1ccccc1,-0.7,-0.7,2.6,3.5,-0.5,-1.1,-9.0,-1.6,-0.9,i

# Ordered by count of non-hydrogen atoms (largest number first): part of the list above.
SMILES,NadD inh,CSN deneddyl inh,STEP block,MsrA inhibitor,TbMetRS inhib,SUMO1 PPI mod,Scp1 inh,LMPTP block,DNMT1 inh,Rpn11 inh
Cc1cccc(NC(=O)CSc2nc(COc3ccccc3)nc3ccccc23)c1C,13.9,-2.2,-2.8,-0.5,-1.2,-5.4,-2.0,0.2,48.0,i
OC(COc1ccccc1CNCc1cccnc1)CN1CCc2ccccc2C1 (stereo not drawn),-6.2,0.8,6.4,0.7,-0.4,-11.9,-5.6,8.9,-1.2,i
O=C(/C=C/c1ccc([N+](=O)[O-])cc1)N1CCN(Cc2ccccc2)CC1,2.9,-4.3,1.1,0.1,-1.1,-30.8,-7.7,-0.4,2.2,i
CC(=O)N(Nc1ccccc1)c1ccccc1,-0.7,-0.7,2.6,3.5,-0.5,-1.1,-9.0,-1.6,-0.9,i
